ARFGAP1 inh – inhibitors of rat ARFGAP1 GAP activity, primary screen, biochemical, fluorescence polarization, GDP tracer; hit rate 0.26% among 360,000; Arfgap1-stimulated ARF1 GTP hydrolysis, GDP FP detection; AID 651572, 2012; inhibition, % at 16.5 µM; ADP-ribosylation factor GTPase-activating protein 1 (Rattus norvegicus), Q62848;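 active means inhibition above a per-plate limit, mean inhibition of low control wells plus 3 SD, cut at about 25% in these data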;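 further: 0% = DMSO wells with enzyme and 100% = wells lacking Arfgap1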
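material = rat Arfgap1 catalytic domain, aa 1-136 | also added = human ARF1(Δ1-17)-GTP substrate | compound dosing = one concentration, 16.5 µM, DMSO 1.26% | times = GTP hydrolysis reaction 2 h at 25 °C | measured by = FP, GDP Alexa 633 tracer displaced from anti-GDP antibody, 620/688 nm | evaluation = percent inhibition of Arfgap1-stimulated GTP hydrolysis | replication = single well per compound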
PLC-gamma1 inh – PLC-gamma1 enzyme inhibitors, primary screen, biochemical, fluorescence, purified enzyme; hit rate 0.84% among 370,000; 1-phosphatidylinositol 4,5-bisphosphate phosphodiesterase gamma-1 (Homo sapiens), P19174; fluorogenic substrate; AID 720700, 2013; inhibition, % at 12.2 µM; in the data active means inhibition above about 9.5%
ASAP1 inh – inhibitors of human ASAP1 ArfGAP activity, primary screen, biochemical, fluorescence polarization; Arf-GAP with SH3 domain, ANK repeat and PH domain-containing protein 1 (Homo sapiens), …; ASAP1-stimulated ARF1 GTP hydrolysis, GDP FP detection; inhibition, % at 16.5 µM; hit rate 0.19% among 360,000; AID 624377, 2012; in the data active means inhibition above about 25%;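 further: 0% = vehicle with enzyme and substrate and 100% = no enzyme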
SIAE primary – human SIAE inhibitors, primary screen, biochemical, fluorescence polarization, FP-Rh probe, 1536-well HTS. Sialate O-acetylesterase (Homo sapiens), Q9HAT2. SIAE FP-Rh probe binding. inhibition, % at 9.66 µM. hit rate 0.69% among 370,000. AID 1053197, 2014;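 active means inhibition above a cutoff: mean of compounds within the control limits plus 3 SD of those, cut at about 17% in these data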;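 further: 0% = plate median of compound wells and 100% = probe without SIAE protein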
Tn7 DDE FP – inhibitors of Tn7 peptide binding to fibrin DD(E), primary screen, biochemical, fluorescence polarization, human fibrin, Tn7 probe. inhibition, % at 8.3 µM. hit rate 0.13% among 370,000. FP displacement of FITC-Tn7 peptide from fibrin DD(E); 0% = median of compound wells per plate;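 active means inhibition above the mean of compounds falling within the control limits plus 3 SD of them, cut at about 14% in these data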;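 further: 0% = plate median of compound wells and 100% = 10 µM Aha-Tn7 peptide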
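system = human fibrin DD(E) protein | quantity = DD(E) 2 µM final | medium = Tris/NaCl/CaCl2 buffer, pH 7.8 | also added = labelled Tn7 tracer, 0.1 µM | compound dosing = single point at 8.3 µM | timing = compound with protein 10 min, then 3 h after probe, room temperature | signal = FP measurement | benchmarks = Aha-Tn7 high control | repeats = one replicate per compound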
ADAM17 inh – ADAM17 inhibitors, primary screen, biochemical, QFRET. Disintegrin and metalloproteinase domain-containing protein 17 (Homo sapiens), P78536. recombinant ADAM17, EDANS/DABCYL FRET peptide cleavage. inhibition, % at 6.95 µM. hit rate 0.83% among 370,000;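 active means inhibition above the mean of compounds lying between control limits plus 3 SD, set per campaign, cut at about 8.5% in these data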;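 further: 0% = DMSO-only wells as the low control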
TDP2 inh – human TDP2 enzyme inhibitors, primary screen, biochemical, epi absorbance, recombinant enzyme | Tyrosyl-DNA phosphodiesterase 2 (Homo sapiens), O95551 | inhibition, % at 12.8 µM | T5PNP hydrolysis, p-nitrophenol absorbance 415 nm | AID 720702, 2013 | hit rate 0.34% among 370,000;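 active means inhibition above the mean of all tested compounds plus 3 SD, set per campaign, cut at about 25% in these data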;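 further: 0% = DMSO with enzyme and 100% = buffer with substrate but no TDP2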
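System: recombinant human TDP2 / Amount: 120 nM TDP2 per well / Also added: 5 mM T5PNP chromogenic substrate / Doses: 12.8 µM single point, 1% DMSO / Incubation: 2 h at 37 °C / Detection: p-Nitrophenol epi absorbance / Evaluation: % inhibition relative to enzyme-containing and enzyme-free wells / Repeats: singlicate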
DDE Tn6 FP inh – inhibitors of Tn6 peptide binding to fibrin DD(E), primary screen, biochemical, fluorescence polarization, human fibrin, Tn6 probe; AID 720509, 2013; Fibrinogen beta chain (Homo sapiens), P02675; hit rate 0.21% among 370,000; inhibition, % at 8.3 µM; Fibrin DD(E) TRITC-Tn6 fluorescence polarization displacement;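 active means inhibition above a per-campaign cutoff: mean of compounds within control limits plus 3 SD, cut at about 15% in these data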;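 further: 0% = median of all compound wells on the plate and 100% = blocking peptide control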
ADAM10 inh – human ADAM10 inhibitors, primary screen, biochemical, QFRET, HTS; hit rate 0.62% among 370,000; inhibition, % at 7 µM; recombinant ADAM10, EDANS/DABCYL FRET peptide cleavage, 3 h; Disintegrin and metalloproteinase domain-containing protein 10 (Homo sapiens), O14672;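 active means inhibition above a per-campaign cutoff equal to the mean of compounds falling between control-based bounds plus 3 SD, cut at about 20% in these data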;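 further: 0% = DMSO wells while the 100% control is not disclosed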
PLC-beta3 inh – human PLC-beta3 inhibitors, primary screen, biochemical, fluorescence | 1-phosphatidylinositol 4,5-bisphosphate phosphodiesterase beta-3 (Homo sapiens), Q01970 | inhibition, % at 12.2 µM | AID 720704, 2013 | hit rate 0.18% among 370,000 | Purified PLC-beta3, fluorogenic substrate; in the data active means inhibition above about 11%;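 further: 0% = median of compound wells on plate and 100% = full blocker control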
* marks the source's active call; other numbers are inactive results; i = inactive; x = not tested or not shown.

Compound,ARFGAP1 inh,PLC-gamma1 inh,ASAP1 inh,SIAE primary,Tn7 DDE FP,ADAM17 inh,TDP2 inh,DDE Tn6 FP inh,ADAM10 inh,PLC-beta3 inh
Cc1ccc2c(c1)CCCN2C(=O)CSc1ccccc1,-8,0,-1,2,-6,-2,-2,3,-8,-5
CC1CCN(C(=O)CSc2nnc(-c3ccccc3F)o2)CC1,-6,3,-3,10,2,-3,16,-1,1,-7
CC(C)(C)C(=O)N1CCN(c2ccc([N+](=O)[O-])cc2Cl)CC1,-3,0,6,-2,1,-3,6,-4,1,1
COc1ccc(OC)c(/C=C/C(=O)OCC(=O)N2C(C)CCCC2C)c1 (configuration not stated),10,i,4,-4,11,-52,5,5,-204,i
CC1=NN(C(C#N)c2ccccc2O)C(C)(C)C1 (configuration not stated),-2,1,-3,-2,-5,-3,-1,2,4,-5
CN(C)c1ncnc2c1ncn2[C@H]1CN(Cc2ccncc2)C[C@@H](CO)O1,4,-1,-11,2,-5,-3,2,-5,-15,0
CCOc1cc(N2CCOCC2)c(OCC)cc1NC(=O)CN1C(=O)NC2(CCc3ccccc32)C1=O (configuration not stated),1,6,-3,0,-7,8.8*,-18,-9,10,6
Cc1nnc(SCC2CCCO2)n1-c1ccccc1 (configuration not stated),-6,4,-13,-1,6,0,-1,0,1,4
Cc1ccc(NC(=O)c2cc(S(=O)(=O)NCC3CCCO3)ccc2F)cc1 (configuration not stated),0,7,-13,0,1,2,-2,0,9,5
Nc1nnc(CC(=O)N/N=C/c2cccc([N+](=O)[O-])c2)s1,2,-1,11,-2,5,-4,-5,6,4,1
CCCn1c(N)c(C(=O)CSc2nnc(C3CC3)n2Cc2ccccc2)c(=O)n(C)c1=O,-2,2,-8,0,3,2,-10,-1,-3,-1
CCCCCn1c(SCCC(C)C)nc2c1c(=O)[nH]c(=O)n2C,7,0,-15,-5,-4,-5,-11,-1,4,0
N#Cc1c(-c2ccccc2)cc(-c2ccccc2)[nH]c1=O,3,-23,5,1,7,-45,-2,8,-112,-40
CCOc1ccccc1OCCCC(=O)Nc1cc(S(=O)(=O)N2CCOCC2)ccc1OC,14,3,-1,-4,7,-1,-10,-4,-7,1
O=C(NCc1ccccc1)C1=C[C@H](c2ccc(C(F)(F)F)cc2)C[C@H](OCCCCO)O1,-6,-5,5,-1,2,-3,4,1,-9,-3
CCn1c(SCC(=O)N2CCCCC2)nc2c([nH]c3ccccc32)c1=O,-2,1,10,1,5,-1,5,2,-7,2
CC(=O)NC(c1ccccc1)c1nc(-c2ccc3ccccc3c2)cs1 (configuration not stated),2,3,9,-3,6,5,-6,1,11,2
Cc1c(NC(=O)c2cc(-c3cccs3)nc3ccccc23)c(=O)n(-c2ccccc2)n1C,-4,-19,-2,-6,1,-23,-6,1,-95,-20
COc1ccc(OC)c(NC(=O)NC2CCCCCCC2)c1,12,-3,-6,1,-3,1,10,-3,-11,-5
COc1cccc(-c2nc(CS(=O)(=O)CC(=O)NCCCN3C(C)CCCC3C)c(C)o2)c1 (configuration not stated),0,-4,-11,2,4,-43,-2,1,5,-9
CC(C)CC(N)c1csc(Nc2ccc(C(=O)c3ccccc3)cc2)n1 (configuration not stated),3,-146,-7,0,-5,-1,-4,-8,-24,-178
CCC(=O)N1CCc2cc(S(=O)(=O)NC(Cc3ccccc3)C(=O)Nc3nccs3)ccc21 (configuration not stated),-3,3,4,-3,-10,0,2,-2,2,1
Cc1cc(C)cc(NC(=O)c2sc3nc(C)cc(C)c3c2N)c1,-9,i,2,-4,8,-160,10,3,i,i
CCCCCC(=O)Nc1c2c(nc3ccccc13)CCC2,2,2,-2,-6,0,1,-3,5,4,-2
NC(=O)C[C@@H]1N[C@]2(C(=O)Nc3ccccc32)[C@@H]2C(=O)N(c3cc(C(F)(F)F)ccc3Cl)C(=O)[C@H]12,-5,-1,0,-3,0,-5,3,-1,-10,-6
CCC(=O)N1CCN(c2ccc(NC(=S)NC(=O)C(C)C)cc2)CC1,5,1,-3,-2,4,-4,1,-1,-4,-3
O=C(CCOc1cccc(Br)c1)Nc1ccc(F)c(S(=O)(=O)N2CCOCC2)c1,3,-3,0,-2,0,-1,0,0,3,-9
COc1ccc(S(=O)(=O)NCCC(=O)N2CCCC2)cc1N(C)S(C)(=O)=O,-3,5,0,2,-13,-1,-11,1,7,-3
COc1ccc(N2CC(C(=O)N3CCN(C)CC3)CC2=O)cc1 (configuration not stated),7,1,3,0,-6,0,11,3,1,-7
CCn1c(=O)c(C(=O)CN2CCN(S(=O)(=O)c3cc(C)ccc3C)CC2)c(N)n(Cc2ccccc2)c1=O,3,-1,14,-4,-7,0,10,5,3,-1
CCOC(=O)N1CCN(C(=O)CCCCCn2c(=S)[nH]c3ccsc3c2=O)CC1,6,-3,4,-6,-3,0,-7,-7,-2,-7
Cc1ccccc1Cn1cc(NS(=O)(=O)c2cn(C)nc2C)cn1,-1,0,-4,-4,8,0,-10,6,6,-2
CCCC[C@H]1C2CC(OC(=O)Nc3cccc(Cl)c3)C(C2)[C@H]2CCCCN21 (some centres not stated),x,2,x,-4,4,-3,3,-4,-3,3
COc1ccc(Cl)cc1NC(=S)N1CCC(c2ccc(C)cc2)C1 (configuration not stated),16,1,-8,14,8,-1,4,-2,10,-7
C=CC[N+](C)(C)CCN1C(=O)C2C(c3ccccc3)C=CC(c3ccccc3)C2C1=O (configuration not stated),6,-4,-5,-1,4,0,-11,11,4,-5
Nc1c(Cl)ncnc1N1CCCC1,-7,-1,-4,5,4,-1,-3,-6,-2,0
CCOC(=O)CSc1nccc(N(C)C)c1C#N,-3,-6,-9,1,4,2,-2,6,2,-5
COCCCNC(=O)Cn1cc(C(C)=O)c2ccccc21,22,1,5,-6,-2,-3,1,6,0,1
O=C(COC(=O)COc1ccccc1)Nc1ncc(Cl)cc1Cl,5,0,4,-2,-3,-6,-1,1,-2,-2
O=C(NCC1CC1)c1cc(-c2ccccc2)nn1CC1CC(c2cccc([N+](=O)[O-])c2)=NO1 (configuration not stated),15,2,4,-1,2,-4,-2,-4,2,4
Cc1c(C(=O)NN)nc2ccccn12,2,0,7,-1,-6,4,-1,5,4,-3
COc1ccccc1NC(=O)CN(c1ccc(C23CC4CC(CC(C4)C2)C3)cc1)S(C)(=O)=O,-2,4,-4,-12,-1,4,-23,-8,22*,5
CN(C)c1ccc(O)c2c1CC1CC3C(N(C)C)C(=O)C(C(N)=O)=C(O)[C@@]3(O)C(=O)C1=C2O (some centres not stated),1,5,5,9,0,-3,-6,-10,-4,2
Cc1cccc(NC(=O)CSc2nc3ccccc3nc2N2CC(C)OC(C)C2)c1 (configuration not stated),11,-2,-5,-1,3,-3,12,-3,-11,0
CC(=O)N(CCC(Cc1ccccc1)c1ccc2c(c1)OCO2)Cc1ccccc1F (configuration not stated),-3,-1,-5,-1,-1,4,-11,-9,3,0
CCOc1ccc(NS(=O)(=O)c2cccc(C(=O)N3CCN(C/C=C/c4ccccc4)CC3)c2)cc1,18,1,5,-4,0,5,-5,2,5,-1
OC(C#CCN1CCOCC1)(c1ccccc1)C1CC1 (configuration not stated),-14,5,5,5,2,-1,-5,9,-10,3
CCOC(=O)CN1C(=O)C(CC)Oc2ccc(Cl)cc21 (configuration not stated),0,6,8,3,3,-1,-1,-11,3,1
CN(C)c1ccc(-c2nnc(-c3cccnc3)o2)cc1,6,-472,9,5,-6,0,15,-8,-1,i
COc1ccc2c(CC(=O)NNC(=O)c3cccs3)coc2c1,11,-5,2,-1,-4,-2,-2,5,3,-9

Screens from PubChem.
